Source: PubChem
IL1B NFkB pot: enhances IL-1B driven NFkB nuclear translocation; 94,000 compounds, 0.3% hits; HUVEC IL-1B NFkB p65 nuclear translocation imaging; activation, % at 2 µM; AID 819;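 active means activation above 40%, about the mean plus 3 SD, also judged a hit on visual image review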;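 further: percent activation is computed from the nuclear over cytoplasmic p65 intensity ratio; values of inactives mirror those of a sister screen read the other way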
Bcl-B TR3 displacers: displacers of TR3 peptide from Bcl-B, primary screen, selectivity assay for Bfl-1 inhibitor project, biochemical, fluorescence polarization. FP displacement of FITC-TR3 peptide from Bcl-B; higher % means a stronger effect. displacement, % at 20 µM, or IC50 in µM where a hit was titrated. 96,000 compounds, 0.11% hits. AID 748;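 active means displacement above 50% at 20 µM plus a fluorescence interference ratio under 1.5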;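 further: plate controls were wells without compound for no effect and wells lacking Bcl-B protein for full effect; a part of the inactive calls stands beside numbers as strong as those of hits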
PLAP inhibitors HTS: PLAP enzyme inhibitors, biochemical, luminescence, HTS (AID 690) | purified PLAP, luminescent substrate; higher % means a stronger effect | inhibition, % at 20 µM, or IC50 in µM where a hit was titrated | 96,000 compounds, 0.08% hits; in the data active means a potency from the dose series; inactive means the rest, 99 in 100 with inhibition below about 30%; further: strong numbers were not always called active
NFkB transloc inh: blocks IL-1B driven NFkB nuclear translocation in HUVEC cells; inhibition, % at 2 µM; HUVEC IL-1B NFkB p65 nuclear translocation imaging; 94,000 compounds, 0.43% hits;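 active means inhibition above about 30% together with a positive call from visual inspection of the well image, limit read from the data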;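 further: nuclear over cytoplasmic p65 intensity ratio measured by imaging; 0% = IL-1B stimulated DMSO wells and 100% = unstimulated DMSO wells; values of inactives mirror those of a sister screen read the other way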
MRP resist rev: compounds reversing MRP-mediated drug resistance. 85,000 compounds, 0.04% hits. differential viability (reversal), % at 10 µM. H69AR cells + 2 uM doxorubicin, CellTiter-Glo, 72 h;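 active means viability drop by adding the cancer drug above about 55%, with treated viability meeting a 40% cutoff, limit read from the data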;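 further: viability without doxorubicin minus viability with 2 µM doxorubicin for each compound; larger differential means the compound sensitizes cells more to doxorubicin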
MRP resist rev cytotoxicity: further read-out of MRP resist rev, marked with its call; viability, %; H69AR cells, CellTiter-Glo, 72 h; measured here: cytotoxicity without doxorubicin
MRP resist rev with doxorubicin: further read-out of MRP resist rev, marked with its call; viability, %; measured here: viability with 2 uM doxorubicin; active compounds read low
NFkB transloc inh cell count 2 µM: second read-out of NFkB transloc inh, no call of its own (marks repeat the call); cell count; measured here: cells passing quality filter;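 raw number of nuclei counted in each imaged well without normalization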
IL1B NFkB pot cell count 2 µM: further read-out of IL1B NFkB pot, marked with its call; cell count; measured here: cells passing quality filter
An asterisk follows results filed as active; / = not tested or not shown. A portion of the library; rates above refer to the full screens.

SMILES	IL1B NFkB pot	IL1B NFkB pot cell count 2 µM	Bcl-B TR3 displacers	PLAP inhibitors HTS	NFkB transloc inh	NFkB transloc inh cell count 2 µM	MRP resist rev	MRP resist rev cytotoxicity	MRP resist rev with doxorubicin
O=S(=O)(Cc1ccccc1)N1CCCCCC1	-3	148	-2%	10%	3	148	7	106	99
CCN1CC2CCCC3(C1)C(=O)NC1(CCCCC1)N=C23 (configuration not stated)	-11	150	6%	1%	11	150	-22	89	111
CCCSc1nnc(-c2cccc(S(=O)(=O)N(C)C)c2)n1-c1cc(OC)ccc1OC	2	107	4%	-54%	-2	107	8	81	73
N/C(=N\OC(=O)c1ccc2c(c1)OCO2)c1ccc(Cl)cc1	4	89	8%	-3%	-4	89	/	/	/
Nc1nnc(C(=O)c2ccccc2N)s1	2	141	/	/	-2	141	6	90	83
COc1cccc(NC(=O)CCN2CCN(c3ccccc3F)CC2)c1	-7	61	7%	17%	7	61	1	88	87
CCOC(=O)CCCNC(=O)CCNC(=O)c1ccc(OC)cc1	10	70	-2%	7%	-10	70	-17	91	108
Cc1ccc(S(=O)(=O)N2CCN(C(=O)CSc3nc4ccccc4c(=O)[nH]3)CC2)c(C)c1	15	200	-8%	-20%	-15	200	4	71	67
CCC(=O)Nc1cc(-c2nnc(OC)c3ccccc23)ccc1N1CCOCC1	-10	114	3%	-65%	10	114	5	88	83
CC(C)(C)NC(=O)C(=O)N/N=C/c1ccc(Br)cc1	-3	75	-3%	-9%	3	75	/	/	/
CC(C)(C)OC(=O)N1CC=C2C(C#N)=C(N)C(C#N)(C#N)[C@H](c3cccnc3)[C@H]2C1	/	/	0%	-25%	/	/	/	/	/
CCOc1ccc(C2C(C#N)=C(N)SC(N)=C2C#N)c(OCC)c1	12	116	-9%	-5%	-12	116	/	/	/
C=CCN1CCN(Cc2cnc(Cl)s2)CC1	/	/	-5%	2%	/	/	/	/	/
CC(Sc1nc(-c2ccccc2)cc(C(F)(F)F)n1)C(=O)N1CCOCC1 (configuration not stated)	-7	101	/	/	7	101	-22	41	63
COCCNC(=O)C(c1ccco1)N(C(=O)Cn1nnc2ccccc21)c1cc(C)ccc1C (configuration not stated)	5	114	-1%	-51%	-5	114	12	89	78
CCOC(=O)COn1c(-c2cccc(Cl)c2)nc2ccc([N+](=O)[O-])cc21	-3	171	0%	2%	3	171	7	76	69
CC(NC(=O)C12CC3CC(C1)CC(n1cncn1)(C3)C2)C12CC3CC(CC(C3)C1)C2 (configuration not stated)	-6	147	0%	-33%	6	147	/	/	/
CC1(C)Cc2ccccc2C(c2cc3ccccc3oc2=O)=N1	6	138	/	/	-6	138	55	107	52
OCCCn1c(-c2ccccc2)n[nH]c1=S	-3	137	/	/	3	137	6	91	85
COc1cccc(O[C@@H]2O[C@@H]3COC(C)(C)O[C@H]3[C@H](O)[C@H]2NC(C)=O)c1	7	106	/	/	-8	106	2	96	94
O=C(C=C1SCCS1)/C=C/c1ccco1	2	134	4%	2%	-2	134	/	/	/
Cn1c(CS(=O)Cc2c(Cl)cccc2Cl)nnc1SCc1c(Cl)cccc1Cl (configuration not stated)	6	123	-5%	2%	-6	123	/	/	/
O=c1[nH]c(CO)nc2c1oc1ccccc12	4	189	-3%	15%	-4	189	/	/	/
COC(=O)C1=C(C)NC(C)=C(C(=O)OC)C1C(=O)OCCN1C(=O)c2ccccc2C1=O	11	188	-12%	-32%	-11	188	18	99	81
O=C(Nc1cccc(C(F)(F)F)c1)C1CCCCC1	-4	169	-14%	35%	4	169	6	70	64

3 entries from above, arranged by the value under IL1B NFkB pot cell count 2 µM, high to low.
molecule | IL1B NFkB pot cell count 2 µM
O=C(Nc1cccc(C(F)(F)F)c1)C1CCCCC1 | 169
Cn1c(CS(=O)Cc2c(Cl)cccc2Cl)nnc1SCc1c(Cl)cccc1Cl (configuration not stated) | 123
COc1cccc(NC(=O)CCN2CCN(c3ccccc3F)CC2)c1 | 61

Part of the list above, with values under each structure:
Each structure is followed by: IL1B NFkB pot | IL1B NFkB pot cell count 2 µM | Bcl-B TR3 displacers | PLAP inhibitors HTS | NFkB transloc inh | NFkB transloc inh cell count 2 µM | MRP resist rev | MRP resist rev cytotoxicity | MRP resist rev with doxorubicin
- CC1(C)Cc2ccccc2C(c2cc3ccccc3oc2=O)=N1
    6 | 138 | / | / | -6 | 138 | 55 | 107 | 52
- OCCCn1c(-c2ccccc2)n[nH]c1=S
    -3 | 137 | / | / | 3 | 137 | 6 | 91 | 85

Further structures:
SMILES	IL1B NFkB pot	IL1B NFkB pot cell count 2 µM	Bcl-B TR3 displacers	PLAP inhibitors HTS	NFkB transloc inh	NFkB transloc inh cell count 2 µM	MRP resist rev	MRP resist rev cytotoxicity	MRP resist rev with doxorubicin
CCNC(=O)NC(=O)C(C)Oc1ccc(C(=O)OC)cc1 (configuration not stated)	10	199	-14%	16%	-10	199	13	96	83
O=C(NCCO)c1cc2ccccc2c(=O)s1	10	123	-10%	1%	-10	123	3	102	99
CCOc1ccc(C(=O)NCCN(C)C)cc1	-1	176	-8%	-11%	1	176	/	/	/
CC(C)OC(=O)CN1C(=O)c2ccccc2C1=O	/	/	-10%	-2%	/	/	-3	98	101
CCc1ccc(C(=O)NC(C(=O)O)C(C)C)cc1 (configuration not stated)	-4	177	3%	-14%	4	177	0	95	95
O=C(CN1CCN(C(=O)c2ccccc2)CC1)Nc1ncc(Br)cc1Br	9	158	0%	-60%	-9	158	2	93	91
CN(C)c1ccc(C(C(=O)NC(C)(C)C)N(C(=O)c2csnn2)C2CC2)cc1 (configuration not stated)	6	120	0%	-56%	-6	120	-14	92	106
CCSc1nc(C)cc(C)c1S(=O)(=O)c1ccccc1C	-2	138	-3%	1%	2	138	/	/	/
O=C(O)c1ccc(COc2cccc(CO)c2)cc1	21	157	-1%	0%	-21	157	-1	99	100
O=C(NC(c1ccccc1)c1ccccc1)c1ccc(S(=O)(=O)C(F)F)cc1	-23	162	-2%	9%	23	162	-1	92	93
FC(F)(F)c1cnc(Sc2nc3nccc(-c4ccc(Cl)cc4)n3n2)c(Cl)c1	-9	114	2%	-44%	9	114	/	/	/
CCCOc1ccc(-c2nc(C#N)c(N3CCN(C)CC3)o2)cc1	6	168	-6%	-45%	-6	168	-3	76	79
Cc1ccc(S(=O)(=O)NCCCCCC(=O)Nc2ccccn2)cc1	-2	146	2%	24%	2	146	7	91	84
Cc1cccc(C)c1OC(=O)CSc1nnc(-c2ccccc2O)o1	0	160	-8%	-11%	0	160	8	87	79
CCC(C)NC(=O)C1(C)CCC(=O)N1CCc1ccc(OC)c(OC)c1 (configuration not stated)	16	108	-8%	14%	-16	108	17	100	84
COc1ccc(CNC(=O)C(c2ccco2)N(C(=O)c2csnn2)c2cccc(C)c2C)cc1 (configuration not stated)	-4	127	/	/	4	127	-7	77	84
COC(=O)CSc1nnc(CNC(=O)c2cccs2)n1-c1cccc(C)c1	2	194	9%	-13%	-2	194	5	97	93
CC(=O)C1C(c2ccc(C)cc2)c2c(n[nH]c2C)CC1(C)O (configuration not stated)	12	172	0%	14%	-12	172	22	94	72
N#Cc1c(N)c(C(=O)c2ccccc2)n2c1CCCC2	21	119	2%	6%	-21	119	10	87	77
Cc1ccc(CC(=O)N2CC(C)OC(C)C2)cc1 (configuration not stated)	17	171	-3%	-3%	-17	171	-6	87	94
COc1cc(C)c(S(=O)(=O)Nc2ccccc2F)cc1C	8	172	-3%	-2%	-8	172	6	98	92
CSc1nc(-c2ccco2)nn1C(=O)c1ccc(C)cc1	/	/	3%	2%	/	/	6	100	94
CCOC(=O)c1cc(CC)sc1NC(=O)c1cc(OCC)c(OCC)c(OCC)c1	9	152	0%	-3%	-9	152	-4	84	88
CCc1ccc(NC(=O)CSc2nnc(Cc3cccn3C)n2-c2ccc(OC)cc2)cc1	2	65	-22%	-43%	-2	65	-5	76	81
CCOCc1nnc(NC(=O)COC)s1	/	/	-1%	-2%	/	/	-1	83	84
Cc1nc(C)c(C(=O)Nc2ccc(C)c(F)c2)o1	17	121	16%	-41%	-17	121	-4	91	95
CC1CN(c2cc(-c3ccccc3)c3ccccc3n2)CC(C)O1 (configuration not stated)	-21	63	-3%	-52%	21	63	-4	84	88
O=C(O)CCN1C(=O)/C(=C/c2ccc(-c3nc4ccccc4s3)o2)SC1=S	-3	187	-339%	4%	3	187	/	/	/
CCO/C(C)=C1\N=C(c2ccc(Cl)cc2)OC1=O	-1	126	7%	-8%	1	126	/	/	/
CCOC(=O)N1CCC(NC(=O)c2ccc(OC)c(CN3CC(=O)N4CCCC4C3=O)c2)CC1 (configuration not stated)	-8	171	-5%	-52%	8	171	13	105	92
Cc1ccc2cc(CCNS(=O)(=O)c3ccc(F)cc3)c(=O)[nH]c2c1	/	/	-2%	-14%	/	/	17	95	78
CN(C)/C=C/C(=O)c1nnn(C2CCCCC2)c1NC1CCCCC1	-16	67	-32%	-69%	16	67	/	/	/
CCN(CC)S(=O)(=O)c1cccc(C(=O)Nc2nncs2)c1	/	/	6%	2%	/	/	-8	86	95
CCOCCCNC(=O)c1ccc(CS(=O)(=O)Cc2ccc(C)cc2)o1	1	174	-16%	-16%	-1	174	11	99	88
CC(C)(C)C(=O)Oc1cc(N)n(S(=O)(=O)c2ccc(F)cc2)n1	21	146	0%	7%	-21	146	0	94	95
Cc1cccc(NC(=O)Nc2cccc(Oc3c(F)c(F)c(F)c(F)c3F)c2)c1	-15	139	-1%	10%	15	139	1	8	7
O=C(CSc1nnnn1-c1cccc2c1CCCC2)N1CCCCC1	38	113	/	/	-38	113	-19	40	59
CCOC(=O)C(CCCOc1ccc(C(C)CC)cc1)C(=O)OCC (configuration not stated)	14	161	1%	-25%	-14	161	-2	82	84
O=C(C(c1ccccc1)c1ccccc1)N1CCCc2ccccc21	-6	89	/	/	6	89	-5	58	63
CC1Cc2cc(/C(O)=C3/C(=O)C(=O)N(CCN4CCOCC4)C3c3cccc(Cl)c3)ccc2O1 (configuration not stated)	13	102	-4%	-36%	-13	102	2	93	91
C=CCn1c(=O)c2c(nc(Br)n2Cc2ccccc2Cl)n(C)c1=O	-11	108	4%	-4%	11	108	-3	54	57
CCOC(=O)c1ccc(NC(=O)CCc2c(C)nc3ncnn3c2C)cc1	3	165	/	/	-3	165	17	84	67
CNC(=O)c1cc2c(s1)CCCCCC2	13	122	/	/	-13	122	/	/	/
